CHRM1 agonist: human M1 muscarinic receptor agonism. P11229. CHO-K1 hM1, Fluo-8 calcium fluorescence, agonist mode; 0% DMSO, 100% acetylcholine EC100. activation, % at 3 µM. 360,000 compounds, 0.33% hits. AID 588814;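 active = activation above the run's mean compound activation plus 3 SD, cut at about 16% in these data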;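 note: peak over basal fluorescence ratio within a 140 s kinetic read after compound addition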
Target sequence (P11229 whole entry, looked up): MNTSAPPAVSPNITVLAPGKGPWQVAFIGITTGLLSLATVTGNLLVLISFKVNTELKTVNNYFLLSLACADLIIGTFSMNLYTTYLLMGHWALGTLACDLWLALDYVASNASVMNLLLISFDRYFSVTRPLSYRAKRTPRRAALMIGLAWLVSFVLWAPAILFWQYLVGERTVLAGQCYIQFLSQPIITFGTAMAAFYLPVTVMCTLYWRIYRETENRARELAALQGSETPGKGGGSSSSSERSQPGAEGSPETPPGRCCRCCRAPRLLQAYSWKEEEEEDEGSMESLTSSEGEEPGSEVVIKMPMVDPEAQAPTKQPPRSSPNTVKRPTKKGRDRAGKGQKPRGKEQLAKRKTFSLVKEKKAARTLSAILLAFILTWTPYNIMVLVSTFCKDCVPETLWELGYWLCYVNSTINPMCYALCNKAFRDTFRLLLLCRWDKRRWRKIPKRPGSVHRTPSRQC
CHO parental Ca: counter-screen for OX1R antagonists: effect in parental CHO cells | AID 463079 | 330,000 compounds, 0.63% hits | parental CHO-K1, ATP-induced calcium, Fluo-8 fluorescence | inhibition, % at 5.6 µM;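 active = inhibition above that plate's mean sample inhibition plus 3 SD, cut at about 26% in these data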;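 note: 0% = ATP-challenged DMSO wells and 100% = DMSO wells without ATP; some compounds past the cut are filed as inactive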
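Measured by: calcium-sensitive Fluo-8 fluorescence / Test system: CHO parental line / Controls: ATP-challenged DMSO wells low, unchallenged DMSO wells high / Measure: % inhibition / Compound: single nominal dose of 5.6 µM per compound / Replicates: single well per compound, no replicates / Reagent: ATP as calcium-mobilizing challenge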
TAAR1 agonist: agonists of human TAAR1. Q96RJ0. CHO RD-HGA16 TAAR1, Fluo-8 calcium fluorescence; vehicle wells 0%, saturating PEA agonist 100%. activation, % at 3 µM. 360,000 compounds, 0.99% hits. AID 624467;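 active = activation above the mean activation of all test compounds in the run plus 3 SD, cut at about 38% in these data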
Target sequence (Q96RJ0 whole entry, looked up): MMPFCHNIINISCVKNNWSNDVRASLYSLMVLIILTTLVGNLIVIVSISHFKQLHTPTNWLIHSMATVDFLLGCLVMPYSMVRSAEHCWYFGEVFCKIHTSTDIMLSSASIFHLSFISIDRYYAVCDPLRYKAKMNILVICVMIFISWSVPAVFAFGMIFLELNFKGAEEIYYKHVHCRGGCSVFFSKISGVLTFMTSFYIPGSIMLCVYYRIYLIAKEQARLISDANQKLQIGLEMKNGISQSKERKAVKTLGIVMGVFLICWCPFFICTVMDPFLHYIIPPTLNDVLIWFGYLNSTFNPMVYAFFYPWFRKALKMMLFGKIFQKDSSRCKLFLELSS
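System: CHO-derived RD-HGA16 cells with stable Gα16 and human TAAR1. Times: 17-24 h plating, Fluo-8 75 min 37 °C, 30 min RT. Measured by: calcium-sensitive Fluo-8 signal, excitation 470-495, emission 515-575 nm. Read-out basis: % activation relative to PEA EC100 response. Control set: DMSO and PEA EC100. Repeats: no replicates (n 1).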
TAAR1 antag: antagonists of human TAAR1 | Q96RJ0 | CHO RD-HGA16 TAAR1, Fluo-8 calcium fluorescence, antagonist | inhibition, % at 3 µM | 360,000 compounds, 1.5% hits;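 active = inhibition above a per-plate cutoff, the mean inhibition of test compounds on that plate plus 3 SD, cut at about 49% in these data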;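 note: 0% = DMSO plus EC80 beta-PEA response and 100% = DMSO alone without agonist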
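System: CHO RD-HGA16 cells bearing hTAAR1. Reagent: EC80 β-phenethylamine stimulus. Schedule: seeding 17-24 h prior, 75-min 37 °C, 30-min RT dye loading. Signal: Fluo-8 intracellular calcium dye fluorescence, real-time kinetic reads. Read-out: % inhibition from peak post-agonist over basal fluorescence ratio. Benchmarks: vehicle wells and EC80 agonist wells. Replicates: n of 1.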
V1aR counter: V1a receptor agonism, counter-screen for OXTR agonists; 320,000 compounds, 0.25% hits; CHO-V1R cells, Fluo-8 calcium fluorescence, agonist mode; 0% DMSO, 100% 3 nM vasopressin; activation, % at 3 µM; AID 2797; P37288;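 active = activation above the mean activation of all tested compounds plus 3 SD, per screening run, cut at about 20% in these data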;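 note: signal is peak over basal fluorescence ratio across a 100 second FLIPR read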
OXTR potentiator: potentiators of human oxytocin receptor; 320,000 compounds, 0.061% hits; activation, % at 3 µM; CHO-OTR cells, Fluo-8 calcium fluorescence, potentiator mode; 0% = oxytocin EC15, 100% = EC100;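 active = activation above that plate's cutoff, the mean activation of tested compounds plus 3 SD, cut at about 6.6% in these data, passing the limit was not always enough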;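 note: 100% uses oxytocin at 75 nM as the full agonist control; some results filed as inactive read as strong as hits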
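Assay system: CHO cell line stably expressing human OTR | Also added: Oxytocin at about EC15, sub-maximal agonist stimulus | Times: Compound 6 min at room temperature before oxytocin, 100 s read | Measured by: Fluo-8 intracellular calcium fluorescence, ex 470-495, em 515-575 nm | Controls: EC15 oxytocin alone as 0%, 75 nM oxytocin as 100%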
CHO-K1 Ca ag: counter-screen for M1 agonists: effect in parental CHO-K1 cells; AID 602248; 360,000 compounds, 0.48% hits; activation, % at 3 µM; Fluo-8 calcium fluorescence; scaled to maximal ATP response, vehicle zero; in the data active = activation above about 15%;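 note: untransfected CHO-K1 host cells lacking M1 receptor as counterscreen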
M1 PAM parental: counter-screen for M1 PAMs: effect in parental CHO-K1 cells; activation, % at 3 µM; ATP EC20, Fluo-8 calcium fluorescence; 0% at ATP EC20, 100% at ATP max; 360,000 compounds, 0.02% hits;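 active = activation above the run cutoff, the mean activation of all test compounds plus 3 SD, cut at about 40% in these data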;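 note: peak over basal fluorescence ratio in a 140 s read after ATP addition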
CHO-K1 Ca antag: counter-screen for M1 antagonists: effect in parental CHO-K1 cells. ATP-induced calcium, Fluo-8 fluorescence. inhibition, % at 3 µM. 360,000 compounds, 0.6% hits. AID 602250;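 active = inhibition above a per-plate cutoff, the plate's mean sample inhibition plus 3 SD, cut at about 24% in these data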;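 note: 0% = DMSO plus EC80 ATP and 100% = DMSO alone without ATP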
Numbers without * were called inactive; x = not tested or not shown.

Every second line gives: CHO-K1 Ca antag	CHRM1 agonist	TAAR1 antag	CHO parental Ca	M1 PAM parental	TAAR1 agonist	CHO-K1 Ca ag	OXTR potentiator	V1aR counter
CCN(CC)C1=CC2=CC(=C(C#N)C#N)CCC2CC1 (configuration not stated)
→ 67*	230*	109*	99*	-14	1000*	99*	-21	750*
COc1cc(C(=O)NCc2cccc(Cl)c2)ccc1OCC(=O)N1CCOCC1
→ -8	-2	-11	-7	-10	0	0.7	-3	0.7
COC(=O)C1CCN(C(=O)COc2ccc(Cl)cc2)CC1
→ -8	-3	10	-6	17	5	0.3	-5	-0.2
Fc1ccccc1N1CCN(c2nc(-c3cccs3)nc3ccccc23)CC1
→ -16	-1	-30	-23	16	1	2.0	-5	0.0
Cn1c(CNC(=O)c2ccccc2F)nnc1SCc1ccc(F)cc1
→ -4	-6	2	-5	18	7	0.3	-2	0.8
C[C@@H]1CN([C@H](C)CO)C(=O)CCCn2nncc2CO[C@H]1CN(C)Cc1cccc2c1OCCCO2
→ -12	-9	3	x	12	3	0.6	x	x
CNc1ccccc1NC(=O)CCn1c(=S)oc2ccccc21
→ -6	-3	-7	-24	-4	-2	0.4	-3	-0.9
Cc1ccc(CS(=O)(=O)c2ccc(C(=O)N3CCCCC3)cc2[N+](=O)[O-])cc1
→ -17	-3	-8	-5	20	8	5.0	-7	6.3
O=C1CN(C(=O)COC(=O)c2cccs2)c2ccccc2N1
→ -18	-3	61*	-12	8	1	0.8	-3	0.9
O=S(=O)(NCc1ccccc1)c1ccc(NC(=S)NCc2ccco2)cc1
→ 14	4	53*	13	-18	41*	2.6	-20	13
COc1cccc(C(O)c2nc(-c3ccncc3)cs2)c1 (configuration not stated)
→ -1	1	0	x	-1	5	9.2	x	x
Cc1ccc(C(=O)/C=C2\NCC(C)NC2=O)cc1 (configuration not stated)
→ 16	0	7	-14	-7	7	0.1	-11	-0.1
Cc1ccc(N2C(=O)C3CCCN3C2=S)cc1 (configuration not stated)
→ -9	-1	1	2	1	-1	0.8	-3	1.4
COc1ccc(C(=O)NC(C)CCCC(C)(C)O)cc1OC1CCN(C(C)=O)CC1 (configuration not stated)
→ -5	1	-17	x	3	5	0.1	x	x
CC(=O)c1ccc(OC2OCCOC2Oc2ccc(C(C)=O)cc2)cc1 (configuration not stated)
→ -3	-8	-8	-3	11	16	4.6	-1	5.1
O=C(NN=C1CCC(c2ccccc2)CC1)c1ccccc1-n1cccc1 (configuration not stated)
→ -9	-10	-4	-11	18	-3	0.1	-9	-0.1
CC(=O)Oc1ccc(N2C(=O)CCC2=O)cc1
→ -3	-5	0	-3	4	22	0.2	-6	-0.1
COc1ccc(/C=C(\C#N)C(=O)OCC(=O)N(C)C2CCS(=O)(=O)C2)cc1 (configuration not stated)
→ 8	2	-10	-3	-24	1	0.1	2	1.2
COc1ccc(CCNC(=O)CSc2n[nH]c(C)c2[N+](=O)[O-])cc1OC
→ -10	-2	-17	-12	11	0	0.8	-3	-0.7
Cc1cccc(/C=N/NC(=O)c2cc(Br)ccc2OCc2ccccc2)n1
→ -15	-7	39	-10	6	17	4.0	-12	4.0
CC(=O)Nc1ccc(OCC(=O)NCc2ccc(C)cc2)cc1
→ -7	1	-4	-21	10	0	0.3	3	-0.5
COc1ccc(/C=N/Nc2nc(=O)[nH]nc2C)cc1OC
→ -17	-1	-26	6	16	8	0.8	-4	-0.6
Cc1cc(C)cc(OCC(=O)NNC(=O)c2ccccn2)c1
→ -6	-2	3	-9	6	3	0.6	9	0.9
Cc1ccc(-c2noc(-c3ccccc3C(=O)NCc3ccco3)n2)cc1
→ 9	-4	29	-27	-22	8	2.8	4	-0.6
Cc1oc(C(C)(C)C)cc1C(=O)Nc1cccc(/C=C\C(=O)O)c1
→ -7	-11	-21	-3	15	0	-0.2	-2	-1.1
Cc1nn(CC(=O)N(C)C)c(C)c1S(=O)(=O)N1CCOCC1
→ -10	-3	4	-5	9	2	0.7	0	1.2
CCC(C)NC(=O)c1cc2c(=O)n(CC)c3ccccc3c2s1 (configuration not stated)
→ 3	-7	29	-8	4	6	2.7	-10	1.2
Cc1cc(C)c2c(=O)n(CC(=O)N3CCN(c4ccccc4)CC3)ccc2n1
→ -17	0	6	x	9	3	0.1	x	x
COc1ccc(CNC(=O)C2CCN(C(=O)c3cccc(Cl)c3)CC2)cc1
→ -5	-3	-19	-4	23	0	2.6	4	2.0
CN(CCO)C(=O)c1nc[nH]c1C(=O)N1CCN(C(=O)OC(C)(C)C)CC1
→ 1	-2	-6	x	4	0	-0.1	x	x
O=C(CS(=O)(=O)c1c[nH]c2ccccc12)N1CCCCC1
→ -10	-2	0	0	18	1	0.2	-13	-0.3
Cc1ccc(CN2C(=O)CNC2=S)cc1
→ -9	-4	-24	2	-5	2	0.7	-5	0.3
O=C(c1cccs1)N1CCN(c2ccccc2)CC1
→ -19	-5	-30	0	12	1	0.8	-9	0.1
CCOC(=O)C1=C(C)N(CC)C(=S)NC1c1ccccc1OC(F)F (configuration not stated)
→ -7	-2	-23	-7	9	4	1.3	-12	-0.6
Clc1ccccc1-c1nn2c(Cn3cnc4ccccc43)nnc2s1
→ -14	-3	-5	-15	2	4	1.7	-15	2.3
CN(CC(=O)Nc1ccccc1Cl)C(=O)c1ccc(Cl)c(S(=O)(=O)N2CCCCCC2)c1
→ -12	-1	7	-28	3	2	7.5	-10	1.3
CCCCn1c(SCC(=O)Nc2ccc(C)c(S(=O)(=O)N3CCOCC3)c2)nnc1C(CC)N(C)C (configuration not stated)
→ -9	-7	-1	-15	0	-1	0.9	1	-0.5
Cc1ccc(CSCc2ccc(C(=O)NC3CC3)o2)cc1
→ -13	2	-2	-4	26	2	10	-12	5.3
Nc1ccc2nc(C(F)(F)F)[nH]c2c1
→ 8	-5	12	1	-9	4	0.0	4	0.4
CCN(C(=O)CSc1nc2ccccc2n1C)C1CCS(=O)(=O)C1 (configuration not stated)
→ 5	-3	11	-12	24	0	-0.1	-6	0.1
CN(C)c1ccc(-c2sc(Nc3ccccc3)n[n+]2-c2ccc(F)cc2)cc1
→ -10	-3	17	6	21	18	0.6	-6	1.9
CC(C)c1ccc(NC(=O)CCNC(=O)N2CC(=O)Nc3ccccc32)cc1
→ -16	-3	-25	-28	22	17	1.0	-3	1.2
CC(=O)Nc1ccc(NS(=O)(=O)c2ccccc2)c2ccccc12
→ -12	-5	0	5	1	0	0.6	-8	-0.3
Cc1cc(NC(=O)COC(=O)[C@H](C)NC(=O)c2ccccc2)no1
→ -13	-2	6	-10	19	2	0.0	-26	0.0
Cn1c(-c2cccs2)nc2ccccc21
→ -2	-5	-8	0	-6	-1	-0.6	-4	-0.4
CC[C@H]1C(Nc2ccccc2)C[C@@H]2CCN3C(=O)CC[C@H]1[C@H]23 (some centres not stated)
→ -17	-5	-8	x	-5	13	0.1	x	x
COc1ccc(CN2CCN(Cc3ccon3)CC2CCO)c(C)c1C (configuration not stated)
→ -4	-5	-28	-20	11	2	0.6	-2	-0.3
CC(C)c1ccc(-c2noc(C3CCCN(S(C)(=O)=O)C3)n2)cc1 (configuration not stated)
→ 1	1	-2	-16	-8	6	0.5	0	1.6
O=C(Nc1ccccc1N1CCOCC1)C1CCCO1 (configuration not stated)
→ -10	-3	17	-10	-5	-1	0.4	0	0.6
Cc1ccc(NS(=O)(=O)c2ccc(C(=O)NCCCN3CCCC3=O)cc2)cc1
→ -3	-4	-22	2	3	6	0.6	-6	-0.6
C[C@H](NC(=O)CCC1CCC(=O)N1)c1ccccc1 (some centres not stated)
→ -7	-4	-7	-8	4	5	0.1	1	0.6
COc1ccc(C(C)(C)C)cc1NC(=O)CSc1ncn[nH]1
→ -3	-1	-1	x	-19	1	0.0	x	x
CC1(c2ccccc2)NC(=O)N(CC(=O)Nc2ccc(C(N)=O)cc2)C1=O (configuration not stated)
→ -7	3	-12	-1	0	8	11	-8	0.1
COCCNC(=O)c1c[nH]c2ccc(S(=O)(=O)N3CCC4(CC3)OCCO4)cc2c1=O
→ 3	-3	9	x	1	10	-0.5	x	x
O=C(COC(=O)C1CC(=O)N(C2CCCCC2)C1)c1ccc(F)cc1 (configuration not stated)
→ 1	2	-33	-11	-1	1	0.8	-2	3.8
O=C(Cc1cc(=O)[nH][nH]1)N/N=C/c1ccccc1[N+](=O)[O-]
→ -4	-8	-8	-7	23	3	-0.1	-1	0.5
CC1CCCCC1NC(=O)C1CCCN(S(=O)(=O)c2ccc(-n3cnnn3)cc2)C1 (configuration not stated)
→ -4	-3	13	-1	-1	2	0.5	3	0.1
O=C(Nc1cccc2ncccc12)c1ccc(-c2ccc(Cl)cc2Cl)o1
→ -1	-2	-8	-11	18	9	0.0	-8	-0.8
O=C(c1ccccc1)n1c2ccccc2c(=O)n1-c1ccccc1CCl
→ -11	-6	x	x	24	x	2.9	x	x
Cc1ccccc1OCCC(=O)OCC(=O)NCCNC(=O)COC(=O)CCOc1ccccc1C
→ 1	4	44	-20	10	17	9.5	-18	14

(further entries)
Every second line gives: CHO-K1 Ca antag	CHRM1 agonist	TAAR1 antag	CHO parental Ca	M1 PAM parental	TAAR1 agonist	CHO-K1 Ca ag	OXTR potentiator	V1aR counter
CC(C)(C)n1ncc(Oc2ccccc2[N+](=O)[O-])c(Cl)c1=O
→ -5	-4	6	-7	14	4	11	-13	9.0
CCOC(=O)CN(Cc1ccccc1)S(=O)(=O)c1ccc(NC(C)=O)cc1
→ -12	-4	-10	4	25	8	2.8	-7	1.6
Cc1cccc(C2=NN(c3ccc(Br)cc3)[C@@H](C(=O)N3CCOC3=O)[C@@H]2c2ccc(Cl)cc2)c1
→ -11	-6	x	-8	11	x	0.5	x	x
O=C1/C(=C/c2ccncc2)SC(=S)N1Nc1ccccc1
→ -1	2	13	-9	1	5	1.6	3	0.7
COc1cc(Nc2ccc(S(=O)(=O)N3CCN(C)CC3)cc2[N+](=O)[O-])cc(OC)c1
→ 0	-6	4	-20	-12	1	0.3	-8	-1.0
Nc1nnc(C2CCCC2)s1
→ 3	-3	-9	2	-4	14	-0.1	1	0.1

Bioassay records as filed in PubChem BioAssay.
